Screening results: PubChem, several laboratories
HIV fusion peptide – cell-free HIV fusion peptide-binding blockers – biochemical, uHTS, fluorescence dequenching, primary screen (AID 1986). cell-free peptide binding, fluorescence dequenching, 30 min; higher % means a stronger effect. one-dose inhibition, % at 20 µM; IC50 in µM for titrated hits. hit rate 0.3% among 290,000; in the data active = inhibition mostly above about 52%, no sharp cut-off; inactive = mostly below about 76%; note: some results filed as inactive read as strong as hits
NS5 inhibitors – Dengue-2 NS5 methyltransferase inhibitors, primary screen, biochemical, confirmation dose response (AID 588689); hit rate 0.3% among 340,000; one-dose inhibition, % at 25 µM; IC50 in µM for titrated hits; Dengue-2 NS5 methyltransferase capping enzyme assay, biochemical; higher % means a stronger effect; in the data active = a potency from the dose series; inconclusive = inhibition above about 29% without an active follow-up result
LYP phosphatase – PTPN22 lymphoid phosphatase activity blockers – biochemical, fluorescence intensity, uHTS (AID 1779); hit rate 0.054% among 290,000; recombinant LYP phosphatase, fluorescence intensity; higher % means a stronger effect; inhibition, % at 11.5 µM, or IC50 in µM where a hit was titrated;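 note: plate controls were vehicle with enzyme for no effect and no enzyme for full effect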
SIAH1 antagonists – blockers of Siah-1 interaction with plectin peptide – biochemical, fluorescence polarization, rhodamine-plectin, uHTS, primary screen (AID 1817); hit rate 0.02% among 290,000; Siah-1 / rhodamine-plectin peptide fluorescence polarization; higher % means a stronger effect; displacement, % at 20 µM; hits with a dose series show IC50 in µM;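 active = displacement of at least 50% at 20 µM, with a fluorescence ratio check between 0.3 and a set limit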;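 note: plate controls were Siah plus tracer with DMSO for no effect and tracer alone without Siah for full effect; strong numbers were not always called active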
Lipid droplet – modulators of hepatic lipid droplet formation; AML12 mouse hepatocytes, oleate lipid droplets, BODIPY imaging; inhibition, % at 6.5 µM; hit rate 0.4% among 240,000;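 active = lipid droplet intensity inhibited by at least 50%, with more than 500 cells counted; inconclusive = wells with under 300 cells, treated as cytotoxic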
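Material – AML12 mouse liver cells · Also added – oleate loading, 100 µM · Compound dosing – 6.5 µM single-point dosing · Times – overnight treatment with compound plus oleate · Measured by – fluorescence imaging, 20x objective, two fields per well · Read-out – percent inhibition of filter-corrected integrated lipid droplet intensity per well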
XIAP antagonists – small molecules displacing peptide from XIAP – biochemical, IAP family, fluorescence polarization (AID 1018) | XIAP BIR domain, fluorescence polarization peptide displacement; higher % means a stronger effect | hit rate 0.007% among 200,000 | displacement, % at 20 µM; hits with a dose series show IC50 in µM; in the data active = displacement above about 50%; note: a part of the inactive calls stands beside numbers as strong as those of hits
AID2073 – disruptors of CaV2.2 binding to Mint1 – biochemical, HTRF (AID 2073); HTRF protein-protein interaction, Mint1-CaV2.2; higher % means a stronger effect; one-dose inhibition, % at 20 µM; IC50 in µM for titrated hits; hit rate 0.19% among 290,000; in the data active = inhibition mostly above about 51%, no sharp cut-off; inconclusive = no clear call, values can overlap the other calls; inactive = mostly below about 53%; note: some results filed as inactive read as strong as hits
HEK293 NOD2/NF-kB – NOD2 signaling inhibitors, cell-based, luminescence, uHTS, HEK293 (AID 1566). HEK293 NOD2/NF-kB luciferase reporter, luminescence; higher % means a stronger effect. hit rate 0.63% among 290,000. inhibition, % at 4 µM; hits with a dose series show EC50 in µM; note: many of its hits are not listed in these tables
Myeloid diff MLP – compounds promoting myeloid differentiation; ER-HoxA9 myeloid progenitors, lysozyme-GFP differentiation, flow cytometry; hit rate 1% among 360,000; calls only at 10 µM;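 active = normalized GFP-positive differentiation at or above the plate's own cutoff, the solvent-only control mean plus 3 SD; inconclusive = no clear call, values can overlap the other calls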;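 note: cells exposed to compound for four days before flow analysis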
Lipid droplet cells 6.5 µM – second read-out of Lipid droplet, no call of its own (marks repeat the call); cell count; measured here: cell count, cytotoxicity flag;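 cells counted across two imaged fields per well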
NS5 inhibitors pilot replicate – second read-out of NS5 inhibitors, no call of its own (marks repeat the call); inhibition, %; measured here: pilot screen replicate inhibition
Myeloid diff MLP GFP+ MAC1+ % – recorded beside Myeloid diff MLP, whose call it bears; GFP+ MAC1+ double positive, %; measured here: differentiation confirmed by MAC1 staining
The depositor's hits bear a star; i = inactive; ? = inconclusive; · = not tested or not shown. Cut-off read from the data, not from the text of the source, unless noted: active = inhibition above about 50%; inactive = the rest. A portion of the library, so the mix of outcomes need not match the whole.

SMILES	HIV fusion peptide	NS5 inhibitors	LYP phosphatase	SIAH1 antagonists	Lipid droplet	Lipid droplet cells 6.5 µM	XIAP antagonists	AID2073	HEK293 NOD2/NF-kB	Myeloid diff MLP	Myeloid diff MLP GFP+ MAC1+ %	others
CCN=C1S/C(=C\c2ccc(O)c(OCC)c2)C(=O)N1CC	-0.7%	-7%	5%	3%	2	686	-2.5%	-1%	-24%	i	0.5
CCOc1ccc(S(=O)(=O)N2CCN(Cc3ccco3)CC2)cc1	0.1%	1%	-2%	-2%	14	851	·	6%	-2%	i	0.5
COc1cccc(=O)c2c(C)n(-c3cc(C)cc(C)c3)c(C)c12	9.0%	16%	0%	0%	·	·	1.1%	8%	3%	i	0.6	NS5 inhibitors pilot replicate=3.9
O=C(CN1CCOCC1)N1N=C(c2cccs2)CC1c1cccs1 (configuration not stated)	-1.4%	-4%	0%	6%	-5	674	-3.6%	1%	17%	i	0.2
CCSc1nnc(-c2ccc(S(=O)(=O)N3CCOCC3)cc2)n1CC1CCCO1 (configuration not stated)	0.3%	-1%	-8%	1%	·	·	-0.6%	3%	2%	i	0.4	NS5 inhibitors pilot replicate=-7.6
CCc1c(C)c(C#N)c2[nH]c3ccccc3n2c1=S	6.9%	-2%	-2%	7%	-2	687	·	-26%	10%	i	0.5
O=C(Nc1ccccc1-c1nc2ccccc2[nH]1)c1sc2ccccc2c1Cl	0.2%	·	-4%	12%	4	699	-8.0%	7%	-45%	·	·
CC(Sc1nc2c(c(=O)[nH]1)CCCC2)C(=O)Nc1ccc(Br)cn1 (configuration not stated)	-1.5%	-8%	-6%	31%	-32	758	·	-10%	19%	i	4.3
COc1ccc(C(=O)Cc2cc3cccc(OC)c3oc2=O)cc1	-0.7%	-3%	-2%	3%	-2	853	·	13%	2%	i	0.7
CCCCCc1cc(=O)oc2c(C(CCN3CCN(c4ccccc4)CC3)c3ccc(N(C)C)cc3)c(OC)cc(OC)c12 (configuration not stated)	-1.6%	-5%	-3%	-1%	24	729	·	17%	4%	i	0.7
COc1cc(-c2nc(-c3cccc(C)c3)no2)cc(OC)c1OC	-1.2%	-3%	-4%	1%	1	780	-1.4%	-1%	2%	i	7.4
Cc1ccc([N+](=O)[O-])c(OCCN2CCNCC2)c1	2.7%	-3%	-4%	4%	2	634	-2.8%	-4%	0%	i	0.0
COc1ccc(NC(=O)NC2(C(=O)N3CCCC3)CCCCC2)cc1	2.5%	-8%	-9%	3%	-18	737	·	3%	9%	i	3.1
CCc1ccc(N2CC(C(=O)Nc3ccc(S(=O)(=O)Nc4ncccn4)cc3)CC2=O)cc1 (configuration not stated)	4.4%	1%	-12%	8%	-5	714	·	8%	7%	i	0.5
O=C1c2ccccc2C(=O)N1c1ncccn1	0.4%	-4%	-8%	-3%	-1	802	-9.1%	2%	15%	i	1.0
CCCCN(C)CCCNC(=O)c1cn(C)c2ccc(S(=O)(=O)N(C)C3CCCCC3)cc2c1=O	0.9%	-2%	-4%	13%	2	630	·	7%	2%	i	0.9
CCOC(=O)N1CCc2c(sc(NC(=O)CCS(=O)(=O)c3ccccc3)c2C(N)=O)C1	-2.0%	-10%	-6%	7%	-7	613	·	7%	7%	i	1.6
COc1ccc(CC(=O)N2CCN(S(=O)(=O)c3cccs3)CC2)cc1OC	-0.8%	-3%	-5%	2%	-13	772	·	-1%	20%	i	0.5
COc1ccc(OC)c(N(CC(=O)NCCSCc2ccco2)S(=O)(=O)c2ccc(OC)c(OC)c2)c1	1.0%	-7%	-5%	0%	35	738	·	-4%	-9%	i	6.8
CCc1cccc(C)c1NC(=S)N(CCCN1CCOCC1)Cc1cccnc1	-3.0%	0%	-5%	-8%	-3	757	-3.5%	-19%	-2%	i	0.6

Pulled one by one from the entries so far, two records:
SMILES	HIV fusion peptide	NS5 inhibitors	LYP phosphatase	SIAH1 antagonists	Lipid droplet	Lipid droplet cells 6.5 µM	XIAP antagonists	AID2073	HEK293 NOD2/NF-kB	Myeloid diff MLP	Myeloid diff MLP GFP+ MAC1+ %	others
CC(Sc1nc2c(c(=O)[nH]1)CCCC2)C(=O)Nc1ccc(Br)cn1 (configuration not stated)	-1.5%	-8%	-6%	31%	-32	758	·	-10%	19%	i	4.3
CCOc1ccc(S(=O)(=O)N2CCN(Cc3ccco3)CC2)cc1	0.1%	1%	-2%	-2%	14	851	·	6%	-2%	i	0.5

Sorted by molar mass (descending): 13 of the compounds above
SMILES	HIV fusion peptide	NS5 inhibitors	LYP phosphatase	SIAH1 antagonists	Lipid droplet	Lipid droplet cells 6.5 µM	XIAP antagonists	AID2073	HEK293 NOD2/NF-kB	Myeloid diff MLP	Myeloid diff MLP GFP+ MAC1+ %	others
COc1ccc(OC)c(N(CC(=O)NCCSCc2ccco2)S(=O)(=O)c2ccc(OC)c(OC)c2)c1	1.0%	-7%	-5%	0%	35	738	·	-4%	-9%	i	6.8
CCCCN(C)CCCNC(=O)c1cn(C)c2ccc(S(=O)(=O)N(C)C3CCCCC3)cc2c1=O	0.9%	-2%	-4%	13%	2	630	·	7%	2%	i	0.9
CCOC(=O)N1CCc2c(sc(NC(=O)CCS(=O)(=O)c3ccccc3)c2C(N)=O)C1	-2.0%	-10%	-6%	7%	-7	613	·	7%	7%	i	1.6
CCc1cccc(C)c1NC(=S)N(CCCN1CCOCC1)Cc1cccnc1	-3.0%	0%	-5%	-8%	-3	757	-3.5%	-19%	-2%	i	0.6
CC(Sc1nc2c(c(=O)[nH]1)CCCC2)C(=O)Nc1ccc(Br)cn1 (configuration not stated)	-1.5%	-8%	-6%	31%	-32	758	·	-10%	19%	i	4.3
O=C(CN1CCOCC1)N1N=C(c2cccs2)CC1c1cccs1 (configuration not stated)	-1.4%	-4%	0%	6%	-5	674	-3.6%	1%	17%	i	0.2
COc1ccc(NC(=O)NC2(C(=O)N3CCCC3)CCCCC2)cc1	2.5%	-8%	-9%	3%	-18	737	·	3%	9%	i	3.1
COc1cc(-c2nc(-c3cccc(C)c3)no2)cc(OC)c1OC	-1.2%	-3%	-4%	1%	1	780	-1.4%	-1%	2%	i	7.4
COc1ccc(C(=O)Cc2cc3cccc(OC)c3oc2=O)cc1	-0.7%	-3%	-2%	3%	-2	853	·	13%	2%	i	0.7
CCN=C1S/C(=C\c2ccc(O)c(OCC)c2)C(=O)N1CC	-0.7%	-7%	5%	3%	2	686	-2.5%	-1%	-24%	i	0.5
COc1cccc(=O)c2c(C)n(-c3cc(C)cc(C)c3)c(C)c12	9.0%	16%	0%	0%	·	·	1.1%	8%	3%	i	0.6	NS5 inhibitors pilot replicate=3.9
CCc1c(C)c(C#N)c2[nH]c3ccccc3n2c1=S	6.9%	-2%	-2%	7%	-2	687	·	-26%	10%	i	0.5
O=C1c2ccccc2C(=O)N1c1ncccn1	0.4%	-4%	-8%	-3%	-1	802	-9.1%	2%	15%	i	1.0

More results.
SMILES	HIV fusion peptide	NS5 inhibitors	LYP phosphatase	SIAH1 antagonists	Lipid droplet	Lipid droplet cells 6.5 µM	XIAP antagonists	AID2073	HEK293 NOD2/NF-kB	Myeloid diff MLP	Myeloid diff MLP GFP+ MAC1+ %	others
CC(=O)c1ccc(OC(=O)COc2ccccc2Cl)cc1	2.7%	-18%	0%	1%	15	861	·	-1%	-1%	i	0.2
N/C(=N\c1nc(CSc2nc3ccccc3s2)cc(=O)[nH]1)Nc1ccc(F)cc1	0.3%	-5%	-3%	10%	15	665	·	20%	6%	i	0.6
CCOc1ccc2nc(N(CCCN(C)C)C(=O)c3ccc(C(=O)c4ccccc4)cc3)sc2c1	-2.5%	6%	-1%	-2%	-13	705	·	7%	-4%	i	1.0
CC(C)(C)c1ccc(C(=O)NC(=S)NNC(=O)COc2ccccc2)cc1	4.2%	-7%	-2%	5%	-2	682	·	-13%	4%	i	0.7
Nc1nc2nc(-c3cccs3)cc(C(F)(F)F)n2n1	0.7%	0%	-59%	9%	-1	702	0.8%	47%	31%	i	1.9
Cc1ccc(C(=O)Nc2oc(-c3ccccc3)cc2C#N)cc1	4.3%	-24%	5%	7%	12	772	-21%	7%	2%	i	0.4
O=C(O)CCC(=O)N1CCc2cc(S(=O)(=O)N3CCN(c4ccc(F)cc4)CC3)ccc21	12%	-1%	-8%	3%	·	·	-5.4%	-2%	3%	i	0.3
Nc1c(C(=O)c2ccccc2)oc2ccccc12	1.2%	-1%	-6%	0%	14	774	-3.2%	-1%	-17%	i	0.8
CC(=O)C1=C(O)C(=O)N(C)C1c1ccccc1[N+](=O)[O-] (configuration not stated)	-1.3%	-10%	-6%	0%	2	723	·	-26%	22%	i	0.7
CCN(c1ccccc1C(=O)O)S(=O)(=O)c1ccc2[nH]c(=O)[nH]c2c1	0.7%	-3%	-9%	-8%	6	803	·	11%	-1%	i	0.5
O=C(NCc1n[nH]c(=S)n1-c1ccc(Cl)c(Cl)c1)c1ccc(S(=O)(=O)N2CCCCC2)cc1	-1.2%	5%	-1%	9%	-2	827	·	-26%	18%	i	2.7
COc1cc(/C=C(/C#N)C(=O)NCCCc2ccccc2)ccc1OCC(=O)O	-0.1%	·	-4%	2%	-2	827	·	3%	-6%	i	0.7
Cc1nn(Cc2ccccc2)c(C)c1NC(=O)CSc1nc(C2CC2)nc2c1cnn2-c1ccccc1	1.0%	-1%	-2%	9%	-13	741	-2.3%	13%	0%	i	0.6
Cc1onc(-c2c(Cl)cccc2Cl)c1C(=O)NNC(=O)c1c(-c2c(Cl)cccc2Cl)noc1C	-1.4%	-8%	-3%	11%	6	644	·	7%	7%	i	0.6
COc1ccc(S(=O)(=O)CC2(O)CCN(C(=O)C(C)(C)C)CC2)cc1	0.3%	10%	-6%	6%	·	·	-2.4%	-9%	12%	i	0.4
O=C(Cc1c[nH]c2ccccc12)Nc1nc2ccccc2[nH]1	-2.3%	-7%	0%	-1%	·	·	-1.4%	-1%	-35%	i	2.5
CCOC(=O)N1CCN(C(=O)c2ccc(N3CCCC3=O)cc2)CC1	-0.5%	-5%	-7%	-2%	·	·	-6.0%	-1%	13%	i	1.6
OC1CN=C2C=CC=CN2C1 (configuration not stated)	28%	-6%	-3%	-2%	·	·	-6.5%	13%	10%	?	·
CCC1=C2CC[C@H]3C(=O)N(c4ccccc4)C(=O)[C@H]3[C@H]2[C@@]2(C)C(=NCC3CC3)OC(=O)N2C1=O	0.8%	-2%	-1%	2%	19	630	·	16%	28%	i	0.6
Cc1ccc(N2C(=O)NC(NS(=O)(=O)c3ccccc3)(C(F)(F)F)C2=O)cc1 (configuration not stated)	-1.6%	-3%	-3%	4%	-2	719	·	-4%	-14%	i	0.3
Cc1cc(NC(=O)CSc2nc3cc4c(cc3c(=O)n2CCc2ccccc2)OCO4)no1	-1.3%	-3%	-6%	4%	21	674	-7.6%	2%	-2%	i	1.3
CCOC(=O)CN1C(=O)C(C)(C)Oc2ccc(C(=O)Nc3ccccc3)cc21	-1.7%	-6%	-11%	-2%	·	·	-0.3%	2%	4%	i	0.3
